# KDM5B inh: KDM5B demethylase inhibition | KDM5B demethylase, FDH-coupled NADH fluorescence (FDH is formaldehyde dehydrogenase) | Potency, µM (series often up to 57.7 µM), without a hit: top-dose activity change, negative = inhibition, hits mostly inhibitors | 220,000 compounds, 2.6% hits; active = well fitted inhibition curve with a large enough effect; inconclusive = small, poorly fitted or top-dose-only effect; inactive = no such curve, though single readings can be large or run the other way; also: 0% is about no effect; nearly all actives have a fitted effect of over 70% in size
#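 qHTS format, multiple compound concentrations. Buffer 50 mM HEPES pH 7.5/0.01% Tween-20; 200 nM KDM5BΔAP final; 10 min compound preincubation; substrate-mix levels 12.5 µM peptide, 25 µM α-KG, 0.25 mM NAD⁺; 30 min RT; ΔRFU.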
# * hit, by the source's call; i = inactive; ? = inconclusive; [ ] = another dose, or the depositor's remark. Potency is read from the fitted curve at half-maximal effect. Only part of the results is shown. The share of hits here may be higher or lower than overall.
SMILES,KDM5B inh
COCC1CN(C)CC12CCN(C(=O)CCc1ccccc1OC)CC2 (centres undefined),?
COCCNC(=O)C[C@@H]1C[C@H]2O[C@H](CNCc3cnccc3Cl)[C@@H](O)[C@H]2O1,8%[86.2 µM]
O=C(Nc1ccc2c(c1)CCC2)c1c(F)cccc1F,2%
COc1ccc(OC)c(C2=NS(=O)(=O)N(C)C(C(=O)N3CCN(C)CC3)=C2)c1,-6%
Cc1oc2ncn(C)c(=O)c2c1C(=O)N1CCN(c2ccccc2)CC1,-2%
CCCn1c(=O)n(CC(=O)Nc2ccccc2OC)c(=O)c2c1nc(C)n2CCOC,9%
O=C(NC[C@H]1Cn2ccnc2CO1)c1ccccc1,-25%[115 µM]
Cc1cccc(-n2cc(CN(C)C(C)c3ccon3)c(-c3cccc(F)c3)n2)c1 (centres undefined),?
Cc1ccc(NC(=O)N[C@@H](CC(C)C)C(=O)O)cc1Cl,11%
O=CN1CCN(C(C(=O)O)c2c[nH]c3ccc(NC(=O)c4ccccc4)cc23)CC1 (centres undefined),-6%
Cc1nn(CCCC(=O)Nc2cccc(F)c2)c(=O)c2c1sc1ccccc12,-16%
COc1ccccc1N1CCN(C(=O)Cn2c(=O)n3nc(-c4cccc(C)c4)nc3c3ccccc32)CC1,3%
O=C(NCCc1ccccc1)c1nnc(Cc2cccc(F)c2)o1,?
Cc1ccc(C(=O)N[C@@H]2CN(Cc3ccncc3)C[C@H]2CN(C)C)cc1C,?
CC(=O)N1CCN(S(=O)(=O)c2ccc(S(=O)(=O)NC3CCCCC3)cc2)CC1,14%
CC(=O)c1ccccc1NC(=O)c1ccc2ccccc2n1,-5%
Cc1ccc(CCNC(=O)CN(c2cc(C)cc(C)c2)S(=O)(=O)c2c(C)noc2C)cc1,-27%
Cc1ccc(Cn2c(=O)n(-c3ccc(C)cc3)c(=O)c3c2c2cc(C)ccc2n3C)cc1,?
COc1ccccc1Cn1c(CNS(=O)(=O)c2ccc3c(c2)CCCC3)nc2cccnc21,?
COc1ccc(-n2c(=O)c3c(c4cc(OC)ccc4n3C)n(Cc3cccc(C)c3)c2=O)cc1,?
Cc1cc(-n2c(C)cc(C(=O)CSc3nnc(COc4ccccc4Cl)n3C)c2C)no1,7%
O=C(/C=C/c1ccccc1)OCCCc1ccccc1,-16%
COC(=O)COc1ccc2cc(-c3ccc(OC)cc3)c(=O)oc2c1,?
CCOc1cc(C=O)cc(Br)c1OC(=O)c1ccc(OC)cc1,-16%
O=C(c1cccnc1)N1CC2CC(C1)[C@H]1CCCC(=O)N1C2 (some centres undefined),?
CC(C)C(NC(=O)c1cccc(C#N)c1)C(=O)N1CCN(c2ccccn2)CC1 (centres undefined),?
CN1CCN(Cc2ccc(Nc3ncc(-c4cccnc4)c4c3OCC4)cc2)CC1,-30%[86.2 µM]
COc1cc(C(=O)N2CCc3ccccc32)ccc1OCc1c(C)noc1C,41%
Cc1cccc(CN2CCCC(O)(CNCc3ncccc3C)C2=O)c1 (centres undefined),28µM*
CN(C)c1cc(N2CCCC(NC(=O)Cc3ccccc3)C2)ncn1 (centres undefined),1%

# Some of the entries so far, as labelled records.
> Cc1ccc(Cn2c(=O)n(-c3ccc(C)cc3)c(=O)c3c2c2cc(C)ccc2n3C)cc1
  KDM5B inh: ?

> COc1ccccc1Cn1c(CNS(=O)(=O)c2ccc3c(c2)CCCC3)nc2cccnc21
  KDM5B inh: ?

> COc1ccc(-n2c(=O)c3c(c4cc(OC)ccc4n3C)n(Cc3cccc(C)c3)c2=O)cc1
  KDM5B inh: ?

> Cc1cc(-n2c(C)cc(C(=O)CSc3nnc(COc4ccccc4Cl)n3C)c2C)no1
  KDM5B inh: 7%

# Additional results.
SMILES,KDM5B inh
CN(C)C(=O)NCc1cc2n(n1)CCN(Cc1cn[nH]c1-c1ccccc1)C2,-4%
COC(=O)C1(NC(=O)c2ccc(OC)c(OC)c2)CCCCC1,13%
COc1cc(OC)cc(C(=O)Nc2cccc(-c3nnc4n3CCCC4)c2)c1,11%
Cc1ccc(-c2nc(SCC(=O)NCc3ccco3)c3c(=O)n(C)c(=O)n(C)c3n2)cc1,8%
COc1cc(OC)c(NC(=O)CSc2nc3ccncc3[nH]2)cc1Cl,0%
Cc1ccc(C(=O)N2CCCC3(CC(c4cccnc4)=NO3)C2)cc1 (centres undefined),21%[149 µM]
Cn1ncc(N2CCC(NC(=O)Cc3cccc(F)c3)CC2)cc1=O,-1%
COc1ccc(-c2cc3c(=O)n(CCNC(=O)Cc4ccc(C)cc4)ccn3n2)cc1,20µM*
CC(Sc1nnnn1-c1ccc(O)cc1)C(=O)NC1CCCCC1C (centres undefined),-10%
CCCc1nnc(NC(=O)c2cc(=O)c3cc(CC)ccc3o2)s1,11%
CC(=O)Nc1ccc(CN2CCn3c(nnc3-c3ccc(Cl)cc3)C2)cc1,8%[115 µM]
COc1cccc([S+](=O)([O-])N2CC(Oc3ccc(F)cc3F)C2)c1,21%[149 µM]
COCCNC(=O)N1CCc2nc(N(C)C)[nH]c(=O)c2CC1,-8%
CC1Oc2ccc(NC(=O)c3c(F)cccc3F)cc2CN(Cc2ccc(Cl)cc2)C1=O (centres undefined),-2%
COc1cc(/C=N/N(C)S(=O)(=O)c2ccc(C)cc2)cc([N+](=O)[O-])c1O,5%
COc1ccc(C(=O)N2CCC3(CC2)N(C)C(=O)CS3(=O)=O)cc1OC,10%
Cc1ccccc1OCC(=O)Nc1ccccc1C(=O)OCc1cc(=O)n2ccsc2n1,?
CSc1ccc(/C=C/c2nc3ccccc3n2S(=O)(=O)c2ccc(F)c(C)c2)cc1,?
Fc1ccccc1COc1ccc2ccccc2c1CNCc1ccccn1,9%
Cc1cc(-c2cc3c(ccn3C)c(C(=O)NCc3c(C)cc(C)[nH]c3=O)n2)ccn1,i
Cc1cc(C)c(NC(=O)Cn2cnc3c(oc4ccccc43)c2=O)c(C)c1,-25%
CSc1ncc(Cl)c(C(=O)Nc2cc(C)ccc2C)n1,0%
COCCNC(=O)[C@H]1CCC[C@H]1NC(=O)c1cnc(C)cn1,30%
O=C(COc1ccc(F)cc1)N1CCC(Cc2nncn2Cc2ccccc2)C1 (centres undefined),1%
CCc1ccc(NC(=O)Cc2nc(-c3[nH]c(C)c(C(C)=O)c3C)cs2)cc1,-21%
Cc1cccc2c1NC(=O)C21CC(=O)Nc2c1cnn2C(C)(C)C (centres undefined),10%
CCOC(=O)c1ccc(NC(=O)Cn2ccn3nc4c(c3c2=O)CCCCC4)cc1,?
CCOc1nc2ccccc2nc1N1CCC(C(=O)Nc2ccc(C(C)=O)cc2)CC1,-12%
O=C(CCc1nc(-c2ccccc2)no1)Nc1nc2ccccc2s1,12%
O=C(NC1CCCC1)c1ccc2c(c1)N(Cc1ccccc1Cl)C(=O)c1ccccc1S2,6%
CCN(CC)Cc1cnc2c(C(=O)NCC(C)c3ccccc3)cnn2c1 (centres undefined),?
CCS(=O)(=O)c1ccc2oc([C@H]3CCN(C(C)C)C3)nc2c1,40µM*
Cc1ccc(-n2ncc(C(=O)NCCN3CCN(C)CC3)c2C2CCN(C(=O)OC(C)(C)C)CC2)cc1,1%
CC(C)C(NC(=O)CSc1cc(Cl)ccc1Cl)c1ccc2c(c1)OCCCO2 (centres undefined),8%
Cc1ccccc1-c1nc(N2CCOCC2)cc2c1CN(Cc1cnn(C)c1)C2=O,40µM*
CCOCCc1nnc(NC(=O)C2CCN(C(=O)c3ccco3)CC2)s1,1%
COc1cccc(-c2cc(C(=O)NC3CCCC3)c3ccccc3n2)c1,14%
CC(OC(=O)CCOc1ccccc1)C(=O)Nc1ccc(Cl)cn1 (centres undefined),-15%
O=C(CN1C(=O)C2(SCC(=O)N2c2cccc(F)c2)c2ccccc21)NCc1ccccc1Cl (centres undefined),-3%
Cc1ccccc1-c1noc(-c2ccc(NCc3ccco3)c([N+](=O)[O-])c2)n1,-13%
Cc1ccc(S(=O)(=O)c2cn(CC(=O)Nc3ccccc3C)c3cc4c(cc3c2=O)OCO4)cc1,?
COCCn1cc(CN(C)Cc2ccccc2)ccc1=O,-12%
CCOc1ccc(C2c3c(oc4cc(C)c(C)cc4c3=O)C(=O)N2c2ccccn2)cc1 (centres undefined),8%
CCn1nc(C)c(CCC(=O)NC2CCCc3c2[nH]c2c(Cl)cccc32)c1C (centres undefined),1%
COc1ccc(Nc2cc(C(=O)NCc3cccs3)c3ccccc3n2)cc1,?

# Reformatted: entries from further up
structure | KDM5B inh
COCCn1cc(CN(C)Cc2ccccc2)ccc1=O | -12%
CCOc1ccc(C2c3c(oc4cc(C)c(C)cc4c3=O)C(=O)N2c2ccccn2)cc1 (centres undefined) | 8%
CCn1nc(C)c(CCC(=O)NC2CCCc3c2[nH]c2c(Cl)cccc32)c1C (centres undefined) | 1%

# Next part
SMILES,KDM5B inh
CCCc1nnc(NC(=O)Cc2coc3c(C)c(C)ccc23)s1,-17%
CC(=O)NCCC1CCN(C(=O)Nc2ccc(C)cc2)CC1,32%
Cc1ccc(CNC(=O)N2CCC3(CC2)CC(C(=O)N2CCOCC2)N(C)C3)cc1 (centres undefined),-20%
O=C(NCCC1CCN(C(=O)Nc2cc(F)ccc2F)CC1)c1ccccc1,-9%
COc1cccc(CNC(=O)CCCn2ncn3c(cc4occc43)c2=O)c1,-13%
COc1ccc(-c2cc(N3CCCC(NC(=O)c4sccc4C)C3)n[nH]2)cc1 (centres undefined),?
Cn1c(=O)n(Cc2ccccc2Cl)c(=O)c2c1nc1n2CCN1c1ccccc1,-20%
CCc1cccc(NC(=O)CC2CCCN(c3cnn(CC4CC4)c(=O)c3)C2)c1 (centres undefined),28%
FC(F)(F)c1cccc(-c2nc(-c3ccncc3)no2)c1,34%
COc1ccc(OC)c(C(O)c2nc3ccccc3n2C)c1 (centres undefined),0%
NNC(=O)CSc1nnnn1-c1ccccc1,?
CC(OC(=O)c1c[nH]c2ccccc12)C(=O)NCc1ccccc1 (centres undefined),13%
COC(=O)c1cc(N)ccc1N1CCOCC1,13%
COc1cccc(C(c2sc3nc(-c4ccco4)nn3c2O)N2CCN(C)CC2)c1 (centres undefined),-13%
COc1cccc(Nc2ncc3c(n2)C(C)(C(=O)NCCCn2ccnc2)CC3)c1 (centres undefined),4%[86.2 µM]

# Three compounds out of the list above, arranged by their value in KDM5B inh, largest number first:
SMILES,KDM5B inh
O=C(NCCC1CCN(C(=O)Nc2cc(F)ccc2F)CC1)c1ccccc1,-9%
COc1cccc(CNC(=O)CCCn2ncn3c(cc4occc43)c2=O)c1,-13%
Cc1ccc(CNC(=O)N2CCC3(CC2)CC(C(=O)N2CCOCC2)N(C)C3)cc1 (centres undefined),-20%

# Following part
SMILES,KDM5B inh
Cc1csc2c(SCC(=O)NNC(=O)C(Cl)Cl)ncnc12,-32%
COc1ccc(NS(=O)(=O)c2ccc(-c3cnc(C4CC4)o3)cc2)cc1,21%
COc1cc(NC(=O)c2ccc(Cl)cc2)c(Cl)cc1NC(=O)c1cccnc1,3%
CN1[C@@H](CCC(=O)Nc2ccccc2)CNC(=O)[C@@H]2[C@H]1CCN2Cc1ccc(C(F)(F)F)cc1,?
COc1ccc(S(=O)(=O)N2CCCC(C(=O)NCC3CCCO3)C2)cc1C (centres undefined),-10%
Cc1nn2c(c1-c1ccccc1-c1ccccc1)N(CC1CC1)CCC2,28µM*
CCCNc1c(NS(=O)(=O)c2ccccc2)c(=O)oc2ccccc12,1%
